Bioassay records: PubChem BioAssay, National Center for Advancing Translational Sciences (NCATS)
ELG1 genotox: genotoxicity induction in ELG1-luciferase HEK293T cells | HEK293T ELG1-luciferase reporter, luminescence, 16 h | Potency, µM (top dose mostly 46 µM), inactives show at the highest dose activity change, positive = activation, actives largely listed as activators | 330,000 tested, 1.3% active; further: % of control where 0% means no effect; nearly all actives have a fitted effect of over 60% in size
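Screening used a luciferase reporter fused to human ELG1 in HEK293T cells. Luminescence was read on a CCD plate imager after 16 hr exposure and 30 min ONE-Glo incubation.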
FLuc counter: counter-screen for miR-21 project: firefly luciferase inhibitors or activators | P08659 | purified FLuc, Km substrates, luminescence inhibition | Potency, µM (doses to about 57.5 µM), inactives show at the top dose activity change, negative = inhibition, hits mostly inhibitors | 360,000 tested, 6.9% active | AID 588342;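 further: plate controls were vehicle for no effect and reference inhibitor for full effect; nearly all actives have a fitted effect of over 55% in size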
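Purified P. pyralis luciferase (10nM final) with 10uM D-luciferin and 10uM ATP (Km levels) in 50mM Tris acetate pH 7.5, 10mM Mg acetate, 0.01% Tween-20, 0.05% BSA; qHTS 6-point titration, ~60 µM downward; luminescence read.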
NPC1 promoter act: activates the NPC1 promoter. Huh7 NPC1 promoter luciferase reporter, 24 h. Potency, µM (highest dose often 9.22 µM), for inactives: top-dose activation, usual class: activators. 320,000 tested, 2.4% active. AID 485313;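 further: % of control where 0% means no effect; nearly all actives have a fitted effect of over 60% in size; reporter is driven by a mutant NPC1 promoter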
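In 1536-well qHTS, Huh7 cells harboring an NPC1 promoter–luciferase construct received compound for 24 h; activation was quantified by luminescence following luciferase reagent addition.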
BRCA1 expr up: BRCA1 expression activation. MCF7-BRCA1-FFLuc reporter, luminescence, 48 h; response scale: scaled: vehicle 0%, 10 µM genistein 100%. Potency, µM (highest dose often 46.1 µM), without a hit: at the top dose activation, usual class: activators. 380,000 tested, 1.1% active; further: nearly all actives have a fitted effect of over 80% in size; some results filed as inactive show a strong effect at the top dose
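MCF7-BRCA1-FFLuc cells, 2000/well in phenol-red-free MEM, attached 2 h then treated 48 h at 37 C. Luciferase luminescence read 15 min after reagent; normalized to genistein maximum activation (10microM) and DMSO, concentration-response fitted.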
p53 reactivation: re-activators of mutant p53 | Potency, µM (titrated, usually from 92.2 µM), without a hit: at the top dose activity change, positive = activation, actives largely listed as activators | 320,000 tested, 0.063% active | H1299 p53-A138V BP100-luciferase reporter, luminescence, 24 h | AID 504706; further: % of control where 0% means no effect; nearly all actives have a fitted effect of over 45% in size
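H1299 (p53-null), stable ts p53-A138V + BP100-Luc; 1000 cells/well, Opti-MEM/10% FBS; cpd 4 pt, 1:5; 24 h, 37 deg C, 5% CO2; detection reagent 10 min RT; luminescence.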
Rab9 promoter act: Rab9 promoter activation; Huh7 Rab9 promoter-luciferase reporter, luminescence, 24 h; Potency, µM (doses to about 9.22 µM), for the others: top-dose activation, negative = inhibition, most hits filed as activators; 320,000 tested, 2.8% active; further: % of control where 0% means no effect; nearly all actives have a fitted effect of over 60% in size
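Luminescence read-out: Huh7 cells stably expressing Rab9-luciferase, treated 24 h with compound at 37 °C, then lysed with luciferase reagent for 10 min at ambient before reading.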
Gal4-VP16 FLuc: inhibits Gal4-VP16 luciferase reporter, ROR gamma counter-screen. Potency, µM (top dose mostly 53.6 µM), without a hit: at the highest dose activity, negative = inhibition, actives largely listed as inhibitors. 310,000 tested, 3.5% active. AID 2546. Drosophila S2 Gal4-VP16 UAS-luciferase, luminescence, 20 h;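 further: Gal4-VP16 expression switched on by copper sulfate through the metallothionein promoter; on the % scale 0 is the no-effect control and ±100 the full control effect; nearly all actives have a fitted effect of over 50% in size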
MBNL1-CUG inh: MBNL1-poly(CUG) RNA binding inhibition. Potency, µM (series often up to 57.5 µM), inactives show at the highest dose activity change, negative = inhibition, hits mostly inhibitors. Q9NR56. 280,000 tested, 0.036% active. TR-FRET MBNL1-His/biotin-(CUG)12 binding, 665/545 ratio; active means well fitted inhibition curve with a large enough effect in the signal ratio, with a control signal flat, not every such curve was filed as active; inconclusive means small, poorly fitted or top-dose-only effect, or effect the other way, or a change in a side signal; inactive means no such curve, though single readings can be large or run the other way; the % refers to the signal ratio; further: on the % scale 0 is the no-effect control and ±100 the full control effect
Target sequence (Q9NR56 whole entry, looked up): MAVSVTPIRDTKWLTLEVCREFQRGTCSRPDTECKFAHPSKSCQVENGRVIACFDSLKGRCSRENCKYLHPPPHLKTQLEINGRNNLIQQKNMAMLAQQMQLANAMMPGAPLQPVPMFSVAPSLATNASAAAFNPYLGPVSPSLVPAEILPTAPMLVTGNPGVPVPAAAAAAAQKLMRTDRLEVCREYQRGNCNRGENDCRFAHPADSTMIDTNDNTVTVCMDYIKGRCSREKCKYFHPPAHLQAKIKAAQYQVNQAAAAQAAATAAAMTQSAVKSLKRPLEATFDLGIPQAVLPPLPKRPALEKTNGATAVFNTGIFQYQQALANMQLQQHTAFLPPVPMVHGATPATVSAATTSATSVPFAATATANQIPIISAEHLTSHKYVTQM
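TR-FRET readout: Ex 340 nm, 665/545 nm emission ratio, normalized to buffer-only (basal) and MBNL1-(CUG)12 controls. Complex of MBNL1-His with Biotin-(CUG)12, compounds 92 nM–58 uM, incubated 60 min at room temperature.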
RORgamma inh: blocks mouse ROR gamma transcriptional activity. P51450. Drosophila S2 Gal4-RORgamma UAS-luciferase reporter, 20 h. Potency, µM (titrated, usually from 53.6 µM), for the others: at the top dose activity change, negative = inhibition, actives largely listed as inhibitors. 310,000 tested, 5.4% active. AID 2551; further: on the % scale 0 is the no-effect control and ±100 the full control effect; nearly all actives have a fitted effect of over 60% in size
Target sequence (P51450 whole entry, looked up, the tested form may be a part): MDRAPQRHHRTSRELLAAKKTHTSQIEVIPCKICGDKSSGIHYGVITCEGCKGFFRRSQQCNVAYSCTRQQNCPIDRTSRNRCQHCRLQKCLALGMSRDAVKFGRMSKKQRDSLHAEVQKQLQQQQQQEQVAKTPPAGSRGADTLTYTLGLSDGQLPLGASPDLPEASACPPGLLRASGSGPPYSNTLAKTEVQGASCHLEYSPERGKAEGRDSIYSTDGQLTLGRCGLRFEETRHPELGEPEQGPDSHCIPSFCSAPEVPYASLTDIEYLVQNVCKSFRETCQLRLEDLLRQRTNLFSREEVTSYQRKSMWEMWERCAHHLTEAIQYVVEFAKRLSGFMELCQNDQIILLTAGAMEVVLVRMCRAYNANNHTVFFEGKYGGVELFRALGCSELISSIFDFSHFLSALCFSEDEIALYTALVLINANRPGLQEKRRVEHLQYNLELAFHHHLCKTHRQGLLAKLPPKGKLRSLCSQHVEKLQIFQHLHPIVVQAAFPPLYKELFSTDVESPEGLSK
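Using a luciferase readout, inhibitors were identified by reduced reporter activity in Drosophila cells coexpressing a copper-inducible Gal4–ROR gamma fusion and UAS-driven Photinus luciferase, incubated 20 hr after 700 uM copper sulfate.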
uPA generation: cell surface uPA generation inhibition | 330,000 tested, 0.31% active | AID 540303 | Potency, µM (doses to about 38.3 µM), inactives show top-dose activity change, negative = inhibition, actives largely listed as inhibitors | cell surface uPA generation assay, qHTS; active means well fitted inhibition curve with a large enough effect; inconclusive means small, poorly fitted or top-dose-only effect; inactive means no such curve, though single readings can be large or run the other way; tested in mouse RAW 264.7 cells; further: on the % scale 0 is the no-effect control and ±100 the full control effect; nearly all actives have a fitted effect of over 55% in size
The depositor's hits bear a star; ? = inconclusive; . = no result given; & = joins results of further samples; [ ] = dose if it differs, or a comment. Unless noted, the call rests on the fitted dose curve; in most records, active means well fitted curve in the direction sought with a large enough effect; inconclusive means small, poorly fitted or top-dose-only effect, or another doubt; inactive means no such curve, though single readings can be large; an effect the other way counts as inactive or inconclusive. Potency means the concentration at half of the fitted maximal effect.

1. COc1ccc(NC(=O)c2ccc3[nH]c(C)c(C)c3c2)cc1
2. CCC(=O)Nc1ccc2oc(-c3ccccc3Br)nc2c1
3. OCC1(Cc2ccc(Cl)cc2)CCN(Cc2ccc(Oc3ncccn3)cc2)CC1
4. COc1ccc(/C=C/C(=O)Nc2ccc3nc4n(c(=O)c3c2)CCCC4)cc1OC
5. CC(C)OC(=O)CC(=O)CSc1nc(-c2ccc(F)cc2)cc(-c2ccccc2)c1C#N
6. O=C(NCc1ccncc1)Nc1ccccc1
7. O=P(CCC(F)(F)F)(CCC(F)(F)F)CCC(F)(F)F
8. O=C(Nc1ccccc1)OCc1cc(-c2ccc(Cl)cc2)on1
assay / compound	1	2	3	4	5	6	7	8
ELG1 genotox	14%	?	-8%	4%	0%	-4%	0%	1%
FLuc counter	13µM*	3µM*	0%	-3%	4%	1%	-17%	-15%
NPC1 promoter act	20%	1.8µM*	-1%	-10%	-8%	-1%	6%	-7%
BRCA1 expr up	?	?	1%	-8%	-16%	3%	0%	-22%
p53 reactivation	11%	9%	0%	-3%	14%	0%	2%	-1%
Rab9 promoter act	?	2µM*	-3%	-1%	-2%	-1%	-1%	-6%
Gal4-VP16 FLuc	23%	-7%	-5%	-1%	-6%	-3%	4%	-8%
MBNL1-CUG inh	-1%	36%[activator]	-7%	24%	9%	3%	-7%	-9%
RORgamma inh	22%	-3%	-4%	-18%	-42%	9%	0%	1%
uPA generation	-3%	2%	0%	4%	-1%	5%	0%	8%

9. Cc1ccc(NC2CCCN(C(=O)c3cc4ncccn4n3)C2)cc1C (stereo unspecified)
10. Cc1nc2ccccc2n1C1CC(=O)N(Cc2ccccc2)C1=O (stereo unspecified)
11. Cc1cc(C)cc(NS(=O)(=O)c2ccc3[nH]c(=O)[nH]c3c2)c1
12. Cn1cnnc1Sc1ccc(S(C)(=O)=O)cc1[N+](=O)[O-]
13. CCOc1ccc(N=C2NC(=O)S/C2=C\c2ccc(OC)cc2)cc1
14. CC1(C)CC(=O)C2=C(C1)Oc1nc3ccccc3cc1C2C(C#N)C#N (stereo unspecified)
15. Cc1cc(NC(=O)c2ccc(Br)c(S(=O)(=O)N3CCCC3)c2)no1
16. CCCCN(C)C(=O)c1ccc(S(=O)(=O)N2CCOCC2)cc1
assay / compound	9	10	11	12	13	14	15	16
ELG1 genotox	-1%	-1%	-6%	-2%	5%	3%	-9%	3%
FLuc counter	2%	-12%	2%	0%	3%	?	1%	14%
NPC1 promoter act	2%	-3%	0%	0%	-2%	-22%	-2%	-5%
BRCA1 expr up	-3%	-4%[1.84 µM]	-26%	0%	-2%	-91%	-55%	8%
p53 reactivation	5%	3%	-14%	-8%	-4%	-11%	-1%	0%
Rab9 promoter act	10%	-10%	-5%	-3%	-3%	-17%	-36%[inhibitor]	-2%
Gal4-VP16 FLuc	1%	6.3µM*	-9%	7%	1%	?	-15%	6%
MBNL1-CUG inh	3%	-6%	0%	?	-4%	12%	-6%	-4%
RORgamma inh	-15%	-29%	10%	-24%	14%	3.2µM*	?	-7%
uPA generation	-2%	0%	2%	-11%	-1%	-8%	-2%	0%

17. O=C(Nc1ccc(F)cc1)c1cn(-c2ccccc2)nc1-c1ccncc1
18. COc1ccc(/C=C/C(=O)NC(=S)N2CCN(C)CC2)cc1
19. COc1ccc(S(=O)(=O)Nc2ccc3c(c2)C(=O)N([C@H](C)CO)C[C@H](C)[C@@H](CN(C)S(=O)(=O)c2cccs2)O3)cc1
20. Cc1cc(=O)[nH]c(/N=C(\N)Nc2ccc(Oc3ccccc3)cc2)n1
21. COc1cccc(Oc2coc3c(CN4CCOCC4)c(O)ccc3c2=O)c1
22. Cc1ccsc1/C=N/NC(=O)C1C(=O)NCC1c1ccccc1 (stereo unspecified)
23. COc1ccc(N2CCN(C(=O)c3nn(C)c4c3CS(=O)(=O)c3ccccc3-4)CC2)cc1
24. Cn1cc(CCC(=O)NCc2cccc(Cl)c2)c2ccccc21
assay / compound	17	18	19	20	21	22	23	24
ELG1 genotox	-7%	12%	0%	-4%	-3%	1%	1%	0%
FLuc counter	-4%	?	.	-10%	2%	0%	?	-1%
NPC1 promoter act	-8%	-2%	.	-5%	1%	1%	0%	3%
BRCA1 expr up	-14%	17%	-10%	-6%	-1%	-1%	2%	-18%
p53 reactivation	-13%	10%	-2%	1%	-2%	2%	12%	-1%
Rab9 promoter act	-1%	-1%	.	-5%	-8%	1%	-9%	-16%
Gal4-VP16 FLuc	-3%	?	.	-7%	2%	0%	-2%	5%
MBNL1-CUG inh	0%	.	.	-5%	3%	.	5%	-7%
RORgamma inh	-22%	5.6µM*	.	7%	?	20%	40%	?
uPA generation	1%	-4%	-6%	3%	2%	5%	2%	0%

25. O=C1NC(c2ccccc2)C(C(=O)c2cccs2)C(O)(C(F)(F)F)N1 (stereo unspecified)
26. O=C(OCc1cccc([N+](=O)[O-])c1)c1cccnc1Cl
27. O=C(NCCC1CCCCN1S(=O)(=O)c1ccc(F)cc1)C(=O)NCC1CCCO1 (stereo unspecified)
28. c1ccc(N2CCN(CCc3nnc4n3CCCCC4)CC2)cc1
29. O=C(CSc1ccc2nnc(-c3cccnc3)n2n1)c1ccccc1
30. COc1ccc(/C(O)=C2/C(=O)C(=O)N(c3ccccn3)C2c2ccc(F)cc2)cc1 (stereo unspecified)
31. CCOc1ncccc1C(=O)OCc1ccc([N+](=O)[O-])cc1
32. CCCCCCCN1C2=NCCCN2c2ccccc21
assay / compound	25	26	27	28	29	30	31	32
ELG1 genotox	4%	-3%	3%	0%	-6%	4%	3%	-21%
FLuc counter	-1%	1%	5%	1%	2%	-1%	6%	0%
NPC1 promoter act	-6%	1%	-2%	1%	-1%	1%	-2%	-4%
BRCA1 expr up	0%	-5%	-4%	-4%	-6%	52%	0%	-68%
p53 reactivation	24%	4%	4%	0%	-2%	-3%	-1%	-3%
Rab9 promoter act	6%	1%	-4%	2%	2%	-2%	-4%	-20%
Gal4-VP16 FLuc	-7%	4%	.	1%	-6%	0%	-2%	?
MBNL1-CUG inh	-4%	?	.	-1%	.	12%	7%	0%
RORgamma inh	8%	3%	.	-6%	10%	-2%	-11%	-7%
uPA generation	2%	1%	0%	10%	1%	4%	-1%	-19%

33. COCc1ccc(CN2CCc3c([nH]c4ccccc34)C2C(C)(C)C)o1 (stereo unspecified)
34. CC(Sc1nnc(-c2ccncc2)n1C)C(=O)NCC1CCCO1 (stereo unspecified)
35. O=C(CCc1ccccc1)Nc1cccnc1Cl
36. CCOC(=O)/C(C#N)=C/Nc1ccccc1NS(=O)(=O)c1cccc(C(C)=O)c1
37. CCOC(=O)CSc1nc(C(C)(C)C)cc(C(F)(F)F)c1C#N
38. CN(C)c1ccc(CNCCC(Cc2ccccc2)c2ccco2)cc1 (stereo unspecified)
39. Cc1cnc(C(=O)Nc2cc(F)ccc2C)cn1
40. Cc1ccccc1OCCn1cc(/C=C(\C#N)C(=O)NCc2ccco2)c2ccccc21
41. O=C1CC(c2ccco2)CC2=C1C(c1ccccc1)n1nc(C(F)(F)F)nc1N2 (stereo unspecified)
42. O=C1NCCOC(=O)[C@H](Cc2ccc(F)cc2)C/C=C\C[C@@H]1CC(=O)N(CCO)Cc1ccccc1
assay / compound	33	34	35	36	37	38	39	40	41	42
ELG1 genotox	?	1%	9%	-6%	2%	-6%	4%	25%	-8%	-3%
FLuc counter	?	1%	-15%	-14%	1%	4%	-18%	6%	1%	.
NPC1 promoter act	?	-1%	16%	-2%	0%	-1%	0%	-5%	-4%	.
BRCA1 expr up	-39%	2%	75%	-8%	-29%	-20%	5%	-28%	-12%&-10%	-17%
p53 reactivation	2%	0%	9%	-4%	-5%	6%	3%	10%	-16%	2%
Rab9 promoter act	?	-2%	25%	0%	0%	-2%	12%	-12%	-1%	.
Gal4-VP16 FLuc	?	.	-12%	3%	-9%	?	25%	-15%	.	.
MBNL1-CUG inh	6%	.	9%	15%	3%	-4%	5%	-6%	2%	.
RORgamma inh	11µM*	.	10%	-12%	5%	?	10%	6%	38%[0.365 µM]	.
uPA generation	2%	2%	-1%	-1%	3%	-2%	-6%	-5%	2%	-24%
